K1F lysis inhibition: inhibition of K1F phage lysis, E. coli UTI89, bacterial capsule biogenesis inhibitors, alamar blue (AID 488966). E. coli UTI89 K1F phage lysis, alamar blue, 2 h; higher % means a stronger effect. inhibition, % at 100 µM, or IC50 in µM where a hit was titrated. actives 0.02% (n = 340,000);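 active means phage lysis inhibition, versus mean bacterial control, above a set limit; inconclusive means no clear call, values can overlap the other calls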;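 further: capsule biogenesis inhibitors block K1F phage lysis so surviving cells raise fluorescence; higher fluorescence means more inhibition of phage lysis; actives were called in the ten point dose series up to 300 µM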
Salmonella PhoP GFP: PhoP-dependent GFP reporter repression – Salmonella Typhimurium, primary screen (AID 1863). S. Typhimurium PhoP-regulated promoter GFP reporter, 4 h; higher % means a stronger effect. inhibition, % at 50 µM, or IC50 in µM where a hit was titrated. actives 0.16% (n = 300,000);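 active means inhibition over 29.93%, a cutoff 3 SD above the screen mean, later confirmed by dose response; inconclusive means inhibition over 29.93% but no dose response follow-up; inactive means inhibition at most 29.93% or unconfirmed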;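 further: 0% = low Mg2+ inducing control and 100% = high Mg2+ repressing control; strong numbers were not always called active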
T cell modulator: T cell immune modulation candidate; 2C CD8+ T cell-vesicle binding, flow cytometry; stronger effect = lower value; calls only at 7 µM; AID 2052; actives 0.068% (n = 330,000);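 active means response, share of CD8 T cells binding vesicles, and their 90th percentile fluorescence all below set limits, cut at about 80% in these data, passing the limit was not always enough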
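Benchmarks: naked versus QL9-loaded vesicles / Assay system: purified 2C TCR transgenic mouse naive CD8+ T cells / Technique: high-throughput flow cytometry with anti-B7-1 and anti-CD8 staining / Timing: Cell–vesicle co-incubation 1.5 h at 37 °C, staining 20 min on ice / Read-out: percent CD8+ FL2 mean versus row control / Probe or stimulus: QL9-loaded Drosophila micro-vesicles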
Large T inhibition: SV40 large T antigen inhibitors, biochemical (AID 1903). SV40 large T antigen ATPase/helicase inhibition assay; higher % means a stronger effect. inhibition, % at 20 µM; hits with a dose series show IC50 in µM. actives 0.39% (n = 310,000); in the data active means a potency from the dose series; inconclusive means inhibition mostly from about 32% at the one dose, without a potency; inactive means the rest, 99 in 100 with inhibition below about 32%; further: strong numbers were not always called active
NTR1 ag: NTR1-driven beta-arrestin-GFP spot formation – imaging, U2OS cells, high content, primary screen (AID 493036); P30989; actives 0.17% (n = 330,000); agonist mode; activation, % at 20 µM;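 active means activation at or above 40% of the spot to cytoplasm intensity ratio, with at least 20 cells analyzed; inconclusive means wells under 20 cells, flagged as cytotoxic or low count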;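 further: 0% = DMSO without peptide and 100% = 100 nM NTR1 peptide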
Target sequence (P30989 whole entry, looked up): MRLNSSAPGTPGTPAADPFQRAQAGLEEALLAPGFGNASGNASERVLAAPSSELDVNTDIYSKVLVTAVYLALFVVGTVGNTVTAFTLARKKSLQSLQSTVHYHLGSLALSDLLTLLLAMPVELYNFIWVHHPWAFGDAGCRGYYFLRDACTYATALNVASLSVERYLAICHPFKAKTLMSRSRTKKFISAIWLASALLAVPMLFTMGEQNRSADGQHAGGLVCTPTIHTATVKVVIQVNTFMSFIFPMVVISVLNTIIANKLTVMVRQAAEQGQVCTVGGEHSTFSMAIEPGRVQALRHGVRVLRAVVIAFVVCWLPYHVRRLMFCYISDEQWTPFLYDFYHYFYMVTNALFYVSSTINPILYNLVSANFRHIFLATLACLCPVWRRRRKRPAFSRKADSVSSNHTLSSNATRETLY
Myeloid diff 2: compounds promoting myeloid differentiation. ER-HoxA9 myeloid progenitors, lysozyme-GFP differentiation, flow cytometry. calls only at 10 µM. actives 1% (n = 360,000);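 active means normalized GFP-positive differentiation at or above the plate's own cutoff, the solvent-only control mean plus 3 SD; inconclusive means no clear call, values can overlap the other calls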;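 further: cells exposed to compound for four days before flow analysis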
RSV CPE inhibition: inhibition of RSV-induced cytopathic effect – HEp-2 cells, primary 10 µM value included (AID 2391) | HEp-2 cells, RSV-induced CPE inhibition; higher % means a stronger effect | CPE inhibition, % at 10 µM, or IC50 in µM where a hit was titrated | actives 0.13% (n = 310,000); in the data active means a potency from the dose series; inconclusive means CPE inhibition mostly from about 23% at the one dose, without a potency; inactive means the rest, 99 in 100 with CPE inhibition below about 21%; further: strong numbers were not always called active
MgcRacGAP inhibition: MgcRacGAP GTPase-activating activity inhibitors, confirmation, biochemical, ADP Hunter fluorescence. MgcRacGAP-stimulated Rac1 GTP hydrolysis, ADP Hunter fluorescence; higher % means a stronger effect; GST-tagged Rac1 F28L mutant substrate. inhibition, % at 30 µM, or IC50 in µM where a hit was titrated. actives 0.6% (n = 340,000);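 active means first-screen hits whose inhibition reached a set limit at any dose in the follow-up dose series; inconclusive means inhibition above the set first-screen limit but never retested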;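 further: fluorescence reports GDP produced by GAP-driven GTP hydrolysis; strong numbers were not always called active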
TNAP activators: stimulation of alkaline phosphatase TNAP activity – biochemical, luminescent, no phosphate acceptor, uHTS, primary screen (AID 1001); activation fold at 20 µM; hits with a dose series show EC50 in µM; purified TNAP, luminescent activation assay, no phosphate acceptor; higher activation fold means a stronger effect; actives 0.03% (n = 200,000); in the data active means activation fold from about 3, or a potency from the dose series; inactive means the rest, 99 in 100 with activation fold below about 1.6; further: many of its hits are not listed in these tables
T cell modulator vesicle-bound %: also measured in T cell modulator; calls as there; double positive events, %; measured here: CD8+ vesicle-bound cell fraction;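 binding gate set so that unloaded-vesicle control wells show 10% double positive cells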
NTR1 ag cell count 20 µM: further read-out of NTR1 ag, marked with its call; cell count; measured here: cell count, cytotoxicity flag
Myeloid diff 2 GFP+ MAC1+ %: also measured in Myeloid diff 2; calls as there; GFP+ MAC1+ double positive, %; measured here: differentiation confirmed by MAC1 staining
* = called active by the depositor; i = inactive; u = inconclusive; x = not tested or not shown; [ ] = remark or other dose. Outcome played no part in choosing rows. Share with any hit: about 2.3%.

SMILES | K1F lysis inhibition | Salmonella PhoP GFP | T cell modulator | T cell modulator vesicle-bound % | Large T inhibition | NTR1 ag | NTR1 ag cell count 20 µM | Myeloid diff 2 | Myeloid diff 2 GFP+ MAC1+ % | RSV CPE inhibition | MgcRacGAP inhibition | TNAP activators
COc1ccc(CNC(=O)CCn2c(=O)[nH]c3ccccc3c2=O)cc1 | 0.5% | 6% | i | 42 | 0% | -1.9 | 54 | x | x | 3.2% | -1% | 1
Cc1cc(C)nc(/N=C2\NC(=O)CC(C(=O)O)N2c2ccc(F)c(Cl)c2)n1 (centres undefined) | x | -1% | i | 59 | -1% | 0.0 | 42 | x | x | 1.4% | x | 1.1
Cc1nn(CC(=O)NCC2CCCO2)c(C)c1[N+](=O)[O-] (centres undefined) | 0.2% | 5% | i | 60 | -1% | -0.7 | 90 | i | 0.3 | 1.2% | 13% | 1.1
COc1ccc(Cl)cc1C(=O)NNC(=O)CNC(=O)c1ccco1 | 1.2%[50 µM] | x | i | 56 | x | 0.5 | 50 | i | 0.8 | x | 0% | x
Cn1c(COc2ccccc2)nnc1SCCSc1nnc(COc2ccccc2)n1C | -0.1% | 4% | i | 35 | 5% | 1.9 | 49 | i | 1.1 | 16% | 10% | 1.1
CN(C)c1ccc(NC(=O)Cn2c(=O)n(Cc3ccccc3)c(=O)c3ccccc32)cc1 | 0.0% | 2% | i | 14 | 17% | 2.9 | 96 | i | 0.8 | -0.2% | 6% | 1
CCc1c(C)nc(SCC(=O)NC2CCCC2)[nH]c1=O | 0.0% | -3% | i | 17 | -1% | 1.2 | 51 | i | 1.3 | 1.2% | 5% | x
O=C1CN(C(=O)c2ccco2)C(c2ccccc2)c2cc(Cl)ccc2N1 (centres undefined) | 0.0% | 7% | i | 19 | 4% | -4.2 | 78 | i | 0.8 | 1.8% | 7% | 1.1
O=C1c2cccc3cc([N+](=O)[O-])cc(c23)C(=O)N1CC1CCCO1 (centres undefined) | -0.5% | -25% | i | 48 | 16% | 0.3 | 48 | x | x | 0.6% | 10% | x
CCCOc1ccc(N2C(=O)CC(N(CCc3ccc(OC)cc3)C(=O)c3cccc(F)c3)C2=O)cc1 (centres undefined) | -0.5% | 1% | i | 51 | 10% | -0.7 | 52 | i | 1.3 | 4.8% | -13% | 1.1
Cn1c(-c2ccccc2)cnc1NCc1cccc([N+](=O)[O-])c1 | 3.3% | 9% | i | 37 | 23% | 1.5 | 56 | i | 0.4 | 2.7% | 21% | x
Cc1cc(C(=O)NNC(=S)NC2CCCCC2)cs1 | -0.2% | 0% | i | 12 | 26% | 1.9 | 51 | i | 1.2 | 13% | 6% | x
Cc1ccc(NS(=O)(=O)c2cc3c4c(c2)CC(=O)N4CCC3)cc1C | 0.0% | -9% | i | 22 | 8% | 1.7 | 62 | i | 0.0 | 10% | 11% | x
CSCCCNC(=S)Nc1ccc(N2CCOCC2)cc1 | 0.6% | -5% | i | 36 | u | -0.9 | 49 | i | 0.3 | 0.8% | 6% | 1.1
COC(=O)c1ccc(NC(=O)COc2ccc(S(=O)(=O)N3CCCCC3)cc2)cc1 | 2.4% | -6% | i | 40 | 4% | 2.0 | 61 | i | 1.0 | -0.2% | 5% | 1.2

4 structures out of the list, ordered by molar mass, smallest number first.
SMILES | K1F lysis inhibition | Salmonella PhoP GFP | T cell modulator | T cell modulator vesicle-bound % | Large T inhibition | NTR1 ag | NTR1 ag cell count 20 µM | Myeloid diff 2 | Myeloid diff 2 GFP+ MAC1+ % | RSV CPE inhibition | MgcRacGAP inhibition | TNAP activators
O=C1c2cccc3cc([N+](=O)[O-])cc(c23)C(=O)N1CC1CCCO1 (centres undefined) | -0.5% | -25% | i | 48 | 16% | 0.3 | 48 | x | x | 0.6% | 10% | x
Cc1ccc(NS(=O)(=O)c2cc3c4c(c2)CC(=O)N4CCC3)cc1C | 0.0% | -9% | i | 22 | 8% | 1.7 | 62 | i | 0.0 | 10% | 11% | x
O=C1CN(C(=O)c2ccco2)C(c2ccccc2)c2cc(Cl)ccc2N1 (centres undefined) | 0.0% | 7% | i | 19 | 4% | -4.2 | 78 | i | 0.8 | 1.8% | 7% | 1.1
CCCOc1ccc(N2C(=O)CC(N(CCc3ccc(OC)cc3)C(=O)c3cccc(F)c3)C2=O)cc1 (centres undefined) | -0.5% | 1% | i | 51 | 10% | -0.7 | 52 | i | 1.3 | 4.8% | -13% | 1.1

The list goes on.
SMILES | K1F lysis inhibition | Salmonella PhoP GFP | T cell modulator | T cell modulator vesicle-bound % | Large T inhibition | NTR1 ag | NTR1 ag cell count 20 µM | Myeloid diff 2 | Myeloid diff 2 GFP+ MAC1+ % | RSV CPE inhibition | MgcRacGAP inhibition | TNAP activators
CC(=O)Nc1ccc(S[C@@H](CCN2CC[C@H](C(C)(C)C)CCC2=O)c2ccccc2)cc1 | -0.2% | x | i | 18 | x | 4.6 | 71 | i | 2.2 | 0.9% | 11% | x
CC(C)Cc1nnc(NC(=O)C2CC(=O)N(c3ccc4c(c3)OCCO4)C2)s1 (centres undefined) | 4.6% | x | i | 38 | x | 0.5 | 69 | i | 1.8 | 0.7% | 7% | x
CC(=O)Nc1nc(C)c(C(C)(C)C)s1 | 0.8%[50 µM] | -1% | i | 54 | 20% | 6.1 | 47 | i | 0.8 | 3.0% | 9% | x
Cn1ncc([N+](=O)[O-])c1C(=O)Nc1ccc(Cl)cc1 | 0.5%[50 µM] | -3% | i | 6 | 4% | 2.0 | 94 | i | 0.9 | 0.5% | 6% | x
O=C1C=C(c2ccc3c(c2)OCO3)C[C@@H](c2ccc(F)cc2)C1 | 1.0% | x | i | 26 | x | -0.2 | 62 | i | 0.7 | 0.9% | -3% | x
COc1cc2c(cc1OC)CN(CCC(C)c1ccc(Cl)cc1)CC2 (centres undefined) | -2.7% | x | i | 32 | 11% | 3.2 | 62 | i | 0.7 | -1.1% | -10% | x
CC(C)OC(=O)CSc1nnc2n1C(C)(C)Cc1ccccc1-2 | 0.2% | 6% | i | 45 | 9% | -2.2 | 93 | i | 0.8 | 0.7% | 3% | 1
CCCc1nnc(NC(=O)C2CCN(C(=O)C3CC(=O)N(c4ccc(C)cc4)C3)CC2)s1 (centres undefined) | -0.2% | -4% | i | 14 | 7% | -0.8 | 37 | i | 2.0 | 1.6% | 15% | x
COc1ccc(NC(=S)NCc2cccnc2)cc1OC | -0.4% | 3% | i | 28 | 9% | 0.0 | 35 | i | 0.4 | 2.2% | -7% | 1
COc1cc(C)c(COc2ncnc3ccccc23)cc1OC | 0.0% | -5% | i | 51 | 3% | 0.7 | 62 | i | 4.7 | 8.2% | -1% | x
Cc1ccc(C(=O)OCC(=O)NC(C)c2ccccc2)cc1C (centres undefined) | 0.4%[50 µM] | x | i | 54 | x | 1.8 | 58 | i | 0.3 | x | 4% | x
O=C(O)COc1ccccc1/C=N/NC(=O)CSc1nc2ccccc2c(=O)n1-c1ccc(Cl)cc1 | 0.1% | 3% | i | 52 | 12% | -0.2 | 64 | i | 0.7 | 2.6% | 15% | x
O=C(Nc1cccc(C(F)(F)F)c1)c1cnc2n(c1=O)CCS2 | 0.2% | 8% | i | 27 | 1% | 0.6 | 81 | i | 1.5 | -0.2% | -2% | 1.1
CCn1c(Cc2ccccc2)nnc1SCC(=O)Nc1ccc(N2CCOCC2)c(Cl)c1 | 6.5% | -5% | i | 61 | 84% | 1.5 | 62 | i | 0.8 | 0.5% | 3% | 1
COc1ccccc1NC(=S)N1CCNC(=O)C1CC(=O)Nc1cccc(C)c1 (centres undefined) | -0.1%[50 µM] | 3% | i | 26 | 23% | -0.9 | 55 | i | 0.5 | -1.3% | 14% | x
CC(=O)C1=C(O)C(=O)N(c2ccc(Br)cc2)C1c1ccc(Br)cc1 (centres undefined) | -0.1% | 2% | i | 50 | 12% | 1.5 | 73 | i | 0.4 | u | 2% | x
CC(=O)Nc1nc2ccc(C(=O)NC3CCCCC3)cc2s1 | 0.7% | 0% | i | 55 | -13% | -2.0 | 58 | i | 1.4 | 3.5% | 6% | 1.1
CC(=O)NCCC(=O)NCC1(N(C)Cc2ccccc2)Cc2ccccc2C1 | 0.6% | 0% | i | 57 | 10% | 0.3 | 70 | i | 0.1 | 2.0% | 11% | x
O=C(CN1C(=O)C2C3c4ccccc4C(c4ccccc43)C2C1=O)N1CCOCC1 (centres undefined) | 0.0% | -9% | i | 32 | 5% | 1.2 | 83 | i | 1.1 | 1.0% | 5% | 1.1
Cc1cc(Br)ccc1OCC(=O)NNC(=O)CCc1ccccc1 | 0.1% | -3% | i | 51 | 10% | -0.8 | 54 | i | 0.3 | 1.1% | 0% | x
COc1ccc2ccccc2c1/C=N/NC(=O)c1cccc(C)c1 | 0.4% | x | i | 53 | 19% | 3.7 | 77 | i | 0.5 | 4.5% | 11% | x
COc1ccc(C2Nc3ccccc3C(=O)N2Cc2ccccc2)cc1COc1ccccn1 (centres undefined) | 0.1% | -8% | i | 11 | 18% | -0.7 | 60 | i | 7.4 | 1.6% | 7% | 1.1
CN1CCN(CCCNC(=O)Nc2ccc([N+](=O)[O-])cc2)CC1 | 0.2%[50 µM] | 11% | i | 38 | 3% | -0.6 | 90 | i | 0.6 | 0.9% | x | x
Cc1nc2nc(C)c(CCC(=O)NCCC3=CCCCC3)c(C)n2n1 | 0.6% | -13% | i | 33 | 8% | 2.6 | 48 | i | 6.3 | 0.7% | 4% | 1.2
COCCn1nnnc1C(c1cc2cc(OC)c(OC)cc2[nH]c1=O)N1CCN(c2ccc(O)cc2)CC1 (centres undefined) | 0.7% | 7% | i | 20 | 6.7µM* | -0.6 | 60 | i | 0.5 | 3.1% | u | 1
O=C(c1ccc(Cn2cc(Cl)c([N+](=O)[O-])n2)cc1)N1CCN(Cc2ccccc2)CC1 | 0.5% | -2% | i | 54 | 10% | 1.0 | 46 | i | 0.4 | x | 9% | x
CCc1ccc(N(C(=O)c2ccoc2C)C(C(=O)NC2CCCC2)c2ccc(OC)cc2)cc1 (centres undefined) | 0.2% | 8% | i | 23 | 1% | 6.2 | 68 | i | 1.9 | -0.3% | 17% | 1.1
CC(C)Cc1nnc(NC(=O)CCC(=O)N2CCN(S(=O)(=O)c3ccccc3)CC2)s1 | 4.2% | -10% | i | 34 | 11% | -0.5 | 51 | i | 0.3 | 1.4% | 5% | 1
